Compound activity deposited in PubChem by National Center for Advancing Translational Sciences (NCATS).
BRCA1 expr up: BRCA1 expression activation. MCF7-BRCA1-FFLuc reporter, luminescence, 48 h; response scale: scaled: vehicle 0%, 10 µM genistein 100%. Potency, µM (highest dose often 46.1 µM), for the others: at the top dose activation, hits mostly activators. 1.1% of 380,000 active; active = well fitted activation curve with a large enough effect; inconclusive = small, poorly fitted or top-dose-only effect; inactive = no such curve, though single readings can be large or run the other way; also: nearly all actives have a fitted effect of over 80% in size; some results filed as inactive show a strong effect at the top dose
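First, MCF7-BRCA1-FFLuc cells (2000/well) attach for 2 h; next, compounds are pin-added and incubated 48 h at 37 °C; finally, luciferase reagent is added and luminescence read after 15 min.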
Starred values were filed as active, the others as inactive; ? = inconclusive; & = joins results of further samples. Potency is read from the fitted curve at half-maximal effect. These rows are one share of the data, so the mix of outcomes need not match the whole.

SMILES,BRCA1 expr up
CCOC(=O)C1(C)CCCN(C(=O)c2c(F)cccc2F)C1 (configuration not stated),7%
CCCCN(C(=O)CC1CCCCC1)c1c(N)n(CCCC)c(=O)[nH]c1=O,-24%
CC(C)NC(=O)OC1CC2CC1[C@H]1CCCCN1C2=O (some centres not stated),12%
CCC(=O)N1CCCC(C(=O)NCc2ccc(C(C)C)cc2)CC1 (configuration not stated),0%
CN(C(=O)C1Cc2c(-c3ccccc3Oc3ccccc3)ccnc2O1)c1ccccc1 (configuration not stated),-29%
C[C@@H](O)CNC(=O)c1[nH]cnc1C(=O)N[C@H](C)c1ccccc1,9%
N=C(N)c1ccc(-c2ccc(-c3ccc(C(=N)N)cc3)o2)cc1,11%
COc1cc(CN2C[C@@H](CO)O[C@@H](n3cnc4c(NC5CC5)ncnc43)C2)cc(OC)c1OC,-13%
Nc1ccccc1-c1nc2ccncc2[nH]1,?
CN(C)c1ccc(-c2ccnc3c2CC(C)(C(=O)Nc2cccc(N(C)C)c2)O3)cc1 (configuration not stated),-6%
O=C1c2ccccc2C(c2nc3ccccc3[nH]2)N1c1ccccc1 (configuration not stated),15%
CCCCn1nnnc1C(c1cc2ccccc2o1)N1CCCCC1 (configuration not stated),6%
CCNC(=O)C1(C)CCN(Cc2ccc(C(F)(F)F)cc2)C1 (configuration not stated),0%
CC(=O)Nc1cc(-c2ccc(N3CCN(C)CC3)cc2)cn2c(-c3cccc(C(=O)N(C)C)c3)cnc12,2%
CCOc1ccc(OCC(=O)NCCS(=O)(=O)N2CCN(c3ccccc3)CC2)cc1,1%
CCN(CC)C(=O)C1=C(C)N(Cc2ccccc2)C(=O)C(CC(=O)NCC2CCCCC2)C1 (configuration not stated),-4%
COc1ccc(NC(=O)C[C@H]2C(=O)N(c3ccccc3)C[C@@H]2Cc2ccccc2)cc1,18%
O=S1(=O)CC(N2CCN(CCO)CC2)CN1C1CCCC1 (configuration not stated),9%
COc1ccc(C(=O)Nc2ccccc2C(=O)Nc2ccccc2)cc1,?
Cc1cc(OCC(=O)Nc2c(C(C)C)cccc2C(C)C)no1,-10%
Cc1ccsc1C(=O)N1CCC1(C)C(=O)NCC(C)(C)C (configuration not stated),5%
Cc1ccc(Cc2c(C3CCCCC3)nc3ccc(Br)cn23)cc1,10%
O=C(COC(=O)c1ccc(O)cc1)NC1CCCCCCC1,20%
CC(=O)CC1c2cc(F)ccc2C=C(c2ccsc2)N1c1ccc(C#CC2(O)CCCCC2)cc1 (configuration not stated),-28%
Cc1cccc(C)c1NC(=O)C(C)NCc1cccs1 (configuration not stated),-2%
COc1ccccc1NC(=O)N(C)C[C@@H]1Oc2ncc(Br)cc2C(=O)N([C@H](C)CO)C[C@@H]1C,0%
CCOC(=O)[C@]12CCCC=C1N(Cc1ccco1)C(=O)[C@H](CC(=O)N1CCOCC1)C2,3%
C/C=C/c1cnc2c(c1)C(=O)N([C@@H](C)CO)C[C@H](C)[C@@H](CN(C)S(=O)(=O)c1ccc(C)cc1)O2,0%
CCCCNC(=O)C[C@@H]1C[C@@]2(C(=O)OCC)CCC=C2N(Cc2ccc3c(c2)OCO3)C1=O,-8%
CN1CCN(C2CN(C3CCCC3)S(=O)(=O)C2)CC1 (configuration not stated),15%
Cc1cc(C)c2nc(-c3ccccc3)ccc2c1,19%
CCOc1ccccc1NCN1C(=O)c2ccccc2C1=O,-11%
COc1cc(C(=O)NCC(c2cccs2)N2CCOCC2)ccc1OCc1ccc(Cl)cc1 (configuration not stated),0%
CC(C)N(C)c1ncnc2c1ncn2[C@H]1CN(Cc2cccnc2)C[C@@H](CO)O1,15%
CC(=O)c1ccc(S(=O)(=O)NCCOc2ccccc2)cc1,17%
Cc1ccc(C=Cc2ccccn2)cc1,24%
C[C@@H]1CN([C@H](C)CO)C(=O)c2c(c3ccccc3n2C)-c2ccccc2CO[C@H]1CN(C)Cc1ccc(Oc2ccccc2)cc1,-53%
CCOC(=O)C[C@@H](C#N)NC(=O)[C@@H]1CCCN1C(=O)[C@@H](NC(=O)c1ccc(N)c(Cl)c1)C(C)(C)C,-5%
CC(C)c1ccc(C2OC(CCc3ccccc3)Cc3[nH]c(=S)[nH]c(=O)c32)cc1 (configuration not stated),0%
Cc1nc2c(OCc3cc(Cl)cc(Cl)c3)cccn2c1N(C)C(=O)CCC1CCCC1,-32%
CCCS(=O)(=O)NC(=O)C1(C)CCN(C(=O)c2ccc(OC(F)F)cc2)C1 (configuration not stated),17%
CC(NS(=O)(=O)c1ccc2[nH]c(=O)[nH]c2c1)c1ccc(F)cc1 (configuration not stated),1%
CC1(C(=O)NS(=O)(=O)c2cccs2)CCN1C(=O)CC1CCCC1 (configuration not stated),24%
Cc1c(-c2ccccc2)n(O)c(-c2ccc(N(C)C)cc2)[n+]1[O-],2%
COc1ccc(C(NC(=O)C2CCN(CCCOc3ccccc3)CC2)c2ccccn2)cc1 (configuration not stated),4%
C[C@H](CO)N1C[C@H](C)[C@@H](CN(C)S(=O)(=O)c2ccccc2C#N)OCc2cnnn2CCCC1=O,-2%
N#Cc1nc(N2CCCCC2)nc(N(c2ccccc2)c2ccccc2)n1,15%
Cc1cccc2c(=O)n(C(=O)c3ccccc3)c(N)nc12,-64%
CCOC(=O)C1=C[C@@H](C)N(S(=O)(=O)c2ccc(C)cc2)[C@H]1c1ccccc1,4%
CCOC(=O)[C@]12CCCC=C1N(Cc1ccco1)C(=O)[C@H](CC(=O)N1CCN(C(=O)c3ccco3)CC1)C2,20%
CC1(Oc2ccc(-n3ccnc3)cc2)CCN(Cc2cccn2-c2nccs2)C1 (configuration not stated),-32%
CC(C)CC1C(=O)N(Cc2cn(CCC3OCCO3)nn2)CCS(=O)(=O)N1Cc1ccc(-c2ccc(Cl)c(Cl)c2)cc1 (configuration not stated),-59%
Nc1ccc(S(=O)(=O)c2ccc(N3CCOCC3)c(N)c2)cc1,-25%
COc1ccc(CN2C(=O)C(C)Nc3ncnc(N4CCc5ccccc5C4)c32)cc1 (configuration not stated),-52%
CN1CCc2[nH]c3ccc(Cl)cc3c2C1,22%
COc1ccc(C2=Nc3ccccc3NC(=O)C2N(C(=O)c2ccnc3ccccc23)c2ccccc2)cc1 (configuration not stated),-58%
O=C(c1ccccc1)c1ccsc1C(=O)c1ccccc1,0%
CC(C)C[C@H]1CNC(=S)N1C[C@H]1CCCN1C[C@H](Cc1ccccc1)N1C[C@H](Cc2ccc(O)cc2)N(CCc2ccccc2)C1=S,-51%
CCOc1ccc(CCN2C(=O)C(=O)N([C@@H](CC(C)C)CN3CCC[C@H]3CN3C(=O)C(=O)NC[C@@H]3Cc3ccccc3)C[C@@H]2Cc2ccc(O)cc2)cc1,-46%
COc1cccc(C(O)c2ncc(-c3ccc4ccccc4c3)[nH]2)c1 (configuration not stated),31%

In a second layout: 2 of the compounds above.
BRCA1 expr up,Molecule
-51%,CC(C)C[C@H]1CNC(=S)N1C[C@H]1CCCN1C[C@H](Cc1ccccc1)N1C[C@H](Cc2ccc(O)cc2)N(CCc2ccccc2)C1=S
0%,O=C(c1ccccc1)c1ccsc1C(=O)c1ccccc1

(listing goes on)
SMILES,BRCA1 expr up
CCc1nc2ccc(C(=O)Nc3ccc4c(c3)OCC(=O)N4)cn2c1N(CC)CCOC,6%
C[C@H](CO)N1C[C@H](C)[C@@H](CN(C)C(=O)c2ccc(F)cc2)Oc2cc(Br)ccc2S1(=O)=O,18%
CC(C)(O)C#Cc1cccc(-c2nc(C(=O)NCCCN3CCOCC3)cc3c2[C@H](CCO)N(S(=O)C(C)(C)C)C3)c1 (some centres not stated),-7%
O=c1cc(CN2CCN(c3ccc(Cl)c(Cl)c3)CC2)c2c(ccc3ccccc32)o1,-1%
Cc1noc(C)c1-c1ccc(C(=O)NCc2ccncc2)c2occc12,-60%
CC(C)CNC(=O)C1(C)CCCN1C(=O)c1cc2ccccc2s1 (configuration not stated),11%
CCCCn1nnnc1C1(C)CCC(=O)N1CCCN1CCOCC1 (configuration not stated),8%
Cc1cc([N+](C)(C)C)cc(C)c1/C=C/c1ccnc2ccccc12,-71%
O=C(Nc1nnc([C@H]2C[C@H](O)[C@@H](CO)O2)s1)c1cccc(OC(F)(F)F)c1,6%
COCCNC(=O)C1(C)CCCN(C(=O)c2ccco2)C1 (configuration not stated),0%
c1ccc(-c2cc3nc(NCc4ccc5c(c4)OCO5)ccn3n2)cc1,?
CC(C)Oc1ccc(S(=O)(=O)N2CCCCC2)cc1NC(=O)C1=NN(c2ccccc2)C(=O)CC1,-12%

In the list so far, these contain a tert-butyl group.
SMILES,BRCA1 expr up
Cc1ccsc1C(=O)N1CCC1(C)C(=O)NCC(C)(C)C (configuration not stated),5%
CCOC(=O)C[C@@H](C#N)NC(=O)[C@@H]1CCCN1C(=O)[C@@H](NC(=O)c1ccc(N)c(Cl)c1)C(C)(C)C,-5%
CC(C)(O)C#Cc1cccc(-c2nc(C(=O)NCCCN3CCOCC3)cc3c2[C@H](CCO)N(S(=O)C(C)(C)C)C3)c1 (some centres not stated),-7%

More results follow.
SMILES,BRCA1 expr up
CCOC(=O)[C@]12CCC=C1N(Cc1ccc3c(c1)OCO3)C(=O)[C@H](CC(=O)N1CCN(C(=O)c3ccco3)CC1)C2,13%
CN1OC[C@@H]2CN(S(=O)(=O)c3ccccc3)[C@H](c3ccc(N4CCCCC4)cc3)C[C@@H]21,0%
Cn1c(-c2ccccc2)c(Sc2ccccc2)c2cc(-c3ccc4cc[nH]c4c3)ccc21,4%
Cc1ccc(S(=O)(=O)N2C[C@H]3C(=O)C[C@@H](c4ccccc4)N(S(=O)(=O)c4cccc(C)c4)[C@H]3C[C@H]2c2ccccc2)cc1,-9%
C[C@H](CO)N1C[C@H](C)[C@@H](CN(C)C(=O)c2ccc(N3CCN(C)CC3)cc2)OCc2cnnn2CCCC1=O,12%
O=C(Nc1nnc([C@H]2C[C@H](O)[C@@H](CO)O2)s1)c1ccccc1F,-1%
CN(c1ccc(/C=C/c2ccccc2)cc1)P1(=O)NCCCO1 (configuration not stated),62%
O=C(CN1C(=O)CSc2ccc(S(=O)(=O)N3CCOCC3)cc21)NCCc1ccccc1,3%
Clc1ccc(-c2cc3nc(NCc4cccc(Cl)c4)ccn3n2)cc1,?
CNC(=O)C1(C)Cc2c(-c3ccc4c(c3)OCO4)ccnc2O1 (configuration not stated),0%
CCCS(=O)(=O)NC(=O)C1(C)CCN(C(=O)COc2ccccc2)C1 (configuration not stated),38%
COc1cccc(CNC(=O)[C@@H]2CCCN2C(=O)[C@H]2CCCCN2C(=O)c2cccs2)c1,12%

Individual results from above:
In BRCA1 expr up, CN1OC[C@@H]2CN(S(=O)(=O)c3ccccc3)[C@H](c3ccc(N4CCCCC4)cc3)C[C@@H]21 has 0%
In BRCA1 expr up, Cc1ccc(S(=O)(=O)N2C[C@H]3C(=O)C[C@@H](c4ccccc4)N(S(=O)(=O)c4cccc(C)c4)[C@H]3C[C@H]2c2ccccc2)cc1 has -9%
In BRCA1 expr up, COc1cccc(CNC(=O)[C@@H]2CCCN2C(=O)[C@H]2CCCCN2C(=O)c2cccs2)c1 has 12%
In BRCA1 expr up, O=C(CN1C(=O)CSc2ccc(S(=O)(=O)N3CCOCC3)cc21)NCCc1ccccc1 has 3%

Next results:
SMILES,BRCA1 expr up
CC(C)Nc1nc(NCCOc2ccccc2Cl)c2sccc2n1,-31%
CCNC(=O)C1(C)CCCN(Cc2noc(-c3c(C)noc3C)n2)C1 (configuration not stated),0%
Cc1ccc(C)c(Nc2nc(NCc3ccco3)nc3nccnc23)c1,12%
COc1ccc(OC)c(NC(=O)C2(C)CCN2Cc2ccccc2Cl)c1 (configuration not stated),0%
Cn1c(=O)c2cc(NC(=O)CCc3ccc4c(c3)OCO4)ccc2n1Cc1ccc(F)cc1,-37%
Cc1cccnc1C(c1ccc(F)cc1)N(C)C(=O)C1CCN(CCCOc2ccc(F)cc2)CC1 (configuration not stated),-6%
CC1(Cc2ccc(OC(F)(F)F)cc2)C(=O)Nc2ccc(OC(F)(F)F)cc21 (configuration not stated),3%
CCCCN1C(=O)C(CC(=O)NCc2cccs2)CC(C(=O)N2CCOCC2)=C1C (configuration not stated),21%
COc1ccccc1NC(=O)N(C)C[C@H]1Oc2cc(Br)ccc2S(=O)(=O)N([C@H](C)CO)C[C@H]1C,-5%
CCCCCCCCC(c1nc2cc(C)c(C)cc2[nH]1)n1c(=O)c(-c2ccccc2Br)nc2ccccc21 (configuration not stated),0%
C[C@@H]1CN([C@H](C)CO)S(=O)(=O)c2ccc(Br)cc2O[C@H]1CN(C)C(=O)Cc1ccccn1,-6%
CCc1nc2ccc(C(=O)N(CC)CCN(C)C)cn2c1N(CC)CCOC,10%
O=C1CN(C(=O)CN2CCN(S(=O)(=O)c3ccccc3)CC2)c2ccccc2N1,-2%
COc1cc(Nc2cccc(-c3ccccc3)n2)cc(OC)c1OC,-38%
CCOC(=O)C1(C)CCCN(C(=O)c2cc(C#N)cs2)C1 (configuration not stated),0%
O=C(NCCS(=O)(=O)N1CCN(c2ccccc2)CC1)c1cc(=O)c2ccccc2o1,-11%
C#Cc1ccccc1OCCCN1CCC(C(O)(c2ccccc2)c2ccccc2)CC1,-25%
COc1ccc(Cc2c(-c3ccccc3)nc3ccc(Cl)cn23)c(C)c1,4%
CCOC(COC(=O)c1ccccc1C(=O)O)c1ccccc1 (configuration not stated),5%
Nc1nc(=S)c2n[nH]nc2[nH]1,-1%&11%

3 compounds out of the list above, ordered by the value under BRCA1 expr up, rising:
SMILES,BRCA1 expr up
C#Cc1ccccc1OCCCN1CCC(C(O)(c2ccccc2)c2ccccc2)CC1,-25%
CCOC(=O)C1(C)CCCN(C(=O)c2cc(C#N)cs2)C1 (configuration not stated),0%
COc1ccc(Cc2c(-c3ccccc3)nc3ccc(Cl)cn23)c(C)c1,4%
